High-throughput results deposited in PubChem BioAssay by National Center for Advancing Translational Sciences (NCATS).
TrxR1 inh = qHTS Assay for Inhibitors of Mammalian Selenoprotein Thioredoxin Reductase 1 (TrxR1): qHTS; 1% of 390,000 active; Thioredoxin reductase 1, cytoplasmic (Rattus norvegicus), O89049; recombinant rTrxR1, NADPH fluorescence consumption, selenite substrate; Potency, µM (top dose mostly 114 µM), without a hit: top-dose activity change, negative = inhibition, most hits filed as inhibitors; note: potency is the fitted concentration of half-maximal effect; % is set by controls: 0 for no effect and ±100 for the full control effect; nearly all actives have a fitted effect of over 65% in size
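Rat TrxR1 (90 nM in the dispensed reagent) was pre-reduced with 400 uM NADPH for 5 min at room temperature, then incubated with compound for 15 min. After 400 uM selenite was added, NADPH fluorescence (Ex 340/Em 450 nm) was followed for 8 min.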
Tb PGK inh = qHTS Assay to Find Inhibitors of Phosphoglycerate Kinase | PGK/GAPDH coupled, Kinase-Glo luminescence, 60 min | Potency, µM (highest dose often 57.5 µM), inactives show at the highest dose activity change, negative = inhibition, hits mostly inhibitors | 0.043% of 380,000 active | AID 602233, 2012; note: potency is the fitted concentration of half-maximal effect; % is set by controls: 0 for no effect and ±100 for the full control effect; nearly all actives have a fitted effect of over 60% in size
Target sequence (P07378 whole entry, looked up): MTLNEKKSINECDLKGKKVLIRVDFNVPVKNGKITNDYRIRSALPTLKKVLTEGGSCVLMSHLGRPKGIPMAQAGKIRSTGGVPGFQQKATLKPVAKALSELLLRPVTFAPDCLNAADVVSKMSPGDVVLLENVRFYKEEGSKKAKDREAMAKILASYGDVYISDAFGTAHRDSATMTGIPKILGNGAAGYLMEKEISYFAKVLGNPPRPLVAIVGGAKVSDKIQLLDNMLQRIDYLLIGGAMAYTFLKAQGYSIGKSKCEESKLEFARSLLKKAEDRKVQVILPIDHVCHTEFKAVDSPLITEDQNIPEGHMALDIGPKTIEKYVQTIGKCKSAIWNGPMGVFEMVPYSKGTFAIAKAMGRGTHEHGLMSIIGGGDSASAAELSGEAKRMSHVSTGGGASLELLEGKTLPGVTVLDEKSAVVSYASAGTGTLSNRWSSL
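Recombinant glycosomal PGK reaction used 1,3-bisphosphoglycerate generated in-well by GAPDH (100nM final) in 100mM TEA pH 7.6, 5mM MgCl2, 0.01% Tween-20. After 60 minutes at room temperature, ATP was read by Kinase-Glo Plus luminescence end-point.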
GLS inhibitor = qHTS for Inhibitors of Glutaminase (GLS). 0.21% of 410,000 active. AID 624170, 2012. Potency, µM (doses to about 45.5 µM), inactives show at the highest dose activity change, negative = inhibition, most hits filed as inhibitors. GLS enzymatic activity, qHTS titration; note: potency is the fitted concentration of half-maximal effect; % is set by controls: 0 for no effect and ±100 for the full control effect
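hKGA in 45 mM KH2PO4 pH 8.2, 0.02% Tween-20 with pin-transferred compounds; 1 mM L-glutamine (stock) plus glutamate oxidase/HRP/Amplex Red coupling added. Fluorescence read initially and after 30 min at RT.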
TrxR1 substrate = qHTS Assay for Substrates of Mammalian Selenoprotein Thioredoxin Reductase 1 (TrxR1): qHTS | Thioredoxin reductase 1, cytoplasmic (Rattus norvegicus), O89049 | purified TrxR1 substrate turnover, NADPH consumption readout | Potency, µM (titrated, usually from 114 µM), for inactives: top-dose activity change, negative = substrate turnover | 0.01% of 390,000 active; note: potency is the fitted concentration of half-maximal effect; % is set by controls: 0 for no effect and ±100 for the full control effect; nearly all actives have a fitted effect of over 50% in size
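Rat TrxR1, dispensed at 90 nM, was prereduced with 400 uM NADPH (final) for 5 min at ~22 deg C, then incubated with compound 15 min before 400 uM selenite. A first-read NADPH fluorescence drop versus no-compound background flagged substrates.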
Pin1 inh = qHTS Assay to Find Inhibitors of Pin1; Peptidyl-prolyl cis-trans isomerase NIMA-interacting 1 (Homo sapiens), Q13526; Pin1 FP peptide displacement, HiFluor488, 10 min; 0.009% of 390,000 active; AID 504891, 2011; Potency, µM (top dose mostly 115 µM), for inactives: at the highest dose activity, negative = inhibition, actives largely listed as inhibitors; active = well fitted inhibition curve with a large enough effect in the polarisation, with a control signal flat, not every such curve was filed as active; inconclusive = small, poorly fitted or top-dose-only effect, or effect the other way, or a change in a side signal; inactive = no such curve, though single readings can be large or run the other way; the % refers to the polarisation; note: potency is the fitted concentration of half-maximal effect; % is set by controls: 0 for no effect and ±100 for the full control effect
Target sequence (Q13526 whole entry, looked up): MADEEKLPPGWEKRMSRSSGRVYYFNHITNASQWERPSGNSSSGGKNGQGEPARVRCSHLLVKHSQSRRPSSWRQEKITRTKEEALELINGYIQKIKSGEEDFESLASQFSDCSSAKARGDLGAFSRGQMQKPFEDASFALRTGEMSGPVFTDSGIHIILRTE
USP1-UAF1 inh = Inhibitors of USP1/UAF1: Primary Screen | Ubiquitin carboxyl-terminal hydrolase 1 (Homo sapiens), O94782 | recombinant USP1/UAF1, Ub-Rhodamine cleavage fluorescence | Potency, µM (titrated, usually from 57.1 µM), for inactives: at the highest dose activity change, negative = inhibition, most hits filed as inhibitors | 0.23% of 390,000 active | AID 743255, 2014; note: potency is the fitted concentration of half-maximal effect; % is set by controls: 0 for no effect and ±100 for the full control effect; nearly all actives have a fitted effect of over 60% in size; inactives centre near -12
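In this screen, compounds sit with the deubiquitinase complex (1nM) for 15 min at room temperature before Ub-Rho is added at 150nM final. Fluorescence rise is then followed for 6 reads every 60 seconds.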
mIDH1 inhibitor = qHTS for Inhibitors of mutant isocitrate dehydrogenase 1 (IDH1): qHTS. Potency, µM (top dose mostly 76.6 µM), inactives show at the top dose activity change, negative = inhibition, hits mostly inhibitors. AID 602179, 2012. Isocitrate dehydrogenase [NADP] cytoplasmic (Homo sapiens), O75874. IDH1-R132H enzyme, NADPH consumption, diaphorase/resazurin fluorescence. 0.093% of 390,000 active; note: potency is the fitted concentration of half-maximal effect; % is set by controls: 0 for no effect and ±100 for the full control effect; nearly all actives have a fitted effect of over 65% in size
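IDH1-R132H (0.5 ug/mL dispensed) in pH 7.5 Tris buffer was preincubated 30 min with compound, then given a substrate mix of 0.016 mM NADPH and 2 mM alpha-KG for 80 min at room temperature; remaining NADPH was read by diaphorase/resazurin fluorescence.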
HP1b chromo inh = HTS for Inhibitors of HP1-beta Chromodomain Interactions with Methylated Histone Tails; Potency, µM (highest dose often 114 µM), without a hit: at the highest dose activity change, negative = inhibition, most hits filed as inhibitors; AlphaScreen HP1-beta / biotin-H3K9me3 peptide binding; Chromobox protein homolog 1 (Homo sapiens), P83916; 0.56% of 390,000 active; note: potency is the fitted concentration of half-maximal effect; nearly all actives have a fitted effect of over 70% in size; inactives centre near 23
Target sequence (P83916 whole entry, looked up): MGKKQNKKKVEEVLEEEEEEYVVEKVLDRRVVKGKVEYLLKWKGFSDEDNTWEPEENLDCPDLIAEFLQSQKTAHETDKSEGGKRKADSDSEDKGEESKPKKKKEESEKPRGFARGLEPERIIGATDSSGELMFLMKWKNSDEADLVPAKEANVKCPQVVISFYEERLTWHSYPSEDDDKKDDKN
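Compound inhibition of the preformed complex between 50 nM HP1-beta and 50 nM biotinylated H3K9me3 peptide was read by AlphaScreen. Buffer was PBS pH 7.4 with 0.01% Tween-20. Incubations ran 30 min at room temperature, with 10 ug/mL donor/acceptor beads.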
PI4K2A block = qHTS for small molecular inhibitors of PI4K2A. 0.13% of 420,000 active. AID 1346378, 2018. purified PI4K2A, ADP-Glo luminescence, 1 h; stronger effect = lower value. activity change, negative = inhibition, % at 76.9 µM. Phosphatidylinositol 4-kinase type 2-alpha (Homo sapiens), Q9BTU6; in the data active = activity change below about -50%; inconclusive = mostly about -30% to -49%;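 note: -100% = wells without enzyme as full effect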
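In this quantitative HTS, ADP production by PI4K2A was quantified luminescently after 1 h at ambient temperature; 100 microM adenosine served as plate-quality control.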
* = called active by the depositor; i = inactive; ? = inconclusive; . = no result given; [ ] = dose if it differs, or a comment. Unless noted, calls come from the whole dose curve; as a rule, active = well fitted curve in the direction sought with a large enough effect; inconclusive = small, poorly fitted or top-dose-only effect, or another doubt; inactive = no such curve, though single readings can be large; an effect the other way counts as inactive or inconclusive. The list is partial. The share of hits here may be higher or lower than overall.

TrxR1 inh,Tb PGK inh,GLS inhibitor,TrxR1 substrate,Pin1 inh,USP1-UAF1 inh,mIDH1 inhibitor,HP1b chromo inh,PI4K2A block,canonical_smiles
-22%,i,6%,11%,0%,-26%,-9%,63%[activator],-17,Cc1ccc2c(C(=O)CCl)c(C)[nH]c2c1
.,-4%,3%,.,.,-14%,-4%,.,1,CCCc1cc(=O)n2[nH]c(C)c(-c3ccccc3OC)c2n1
.,i,1%,.,.,?,13%,.,4,CC(=O)c1ccc(N2CCN(C(=O)C(=O)c3cn(CC(=O)N4CCOCC4)c4ccccc34)CC2)cc1
-10%,-6%,0%,-1%,-4%,-19%,6%,58%[activator],-3,CC[C@]12c3[nH]c4ccc(Cl)cc4c3CCN1C(=O)[C@@H](CC(=O)NCCCn1ccnc1)C[C@@H]2C(=O)N1CCN(C(=O)C2CC2)CC1
14%,-3%,-4%,5%,-8%,-19%,-9%,36%[activator],1,Cn1ncc(Br)c1N1C(=O)CCC1=O
34%[57.1 µM],i,4%,8%[57.1 µM],-3%,-5%,2%,3%[57 µM],-2,COc1ccc(N2CCN(C(CNC(=O)CC(C)C)c3ccc4c(c3)OCO4)CC2)cc1 (centres undefined)
-3%,-3%,-5%,-11%,0%,-9%,0%,20%,-1,O=C(NNC(=O)c1ccccc1[N+](=O)[O-])c1ccc(NC(=O)c2ccccc2)cc1
35%,-4%,-12%,-7%,?,-20%,14%,42%[activator],10,FC(F)(F)c1cccc(N2CCN(c3ccc4nnc(-c5ccccc5)n4n3)CC2)c1
12%[57.1 µM],-1%,6%,7%[57.1 µM],1%,-13%,3%,75%[activator],-1,COc1ccc(NC(=O)c2csc(Cc3ccccc3)n2)cc1
4%[57.1 µM],-9%,30%[activator],1%[57.1 µM],4%,2%,3%,5%,-7,O=C1NCCCc2c1oc1ccc(O)cc21
6%,i,6%,3%,0%,-15%,11%,45%[activator],1,O=C(COn1nnc2ccc(Cl)cc21)Nc1ccc(F)cc1
1%,.,-4%,-3%,?,-12%,-3%,45%[activator],1,CCNc1nc(NCC)nc(SCCOC(=O)COc2ccc(Cl)cc2Cl)n1
8%,5%,17%,-8%,13%,-4%,-13%,18%,-3,CCN(CC)S(=O)(=O)c1cc(NC(=O)Cc2ccc(S(=O)(=O)N3CCOCC3)s2)ccc1Cl
-16%,-5%,-4%,3%[57.1 µM],-5%,-19%,4%,-6%,1,CC(C)[C@H](NC(=O)OCc1ccccc1)C(=O)OCC(=O)Nc1ccc(N2CCOCC2)cc1
17%[57.1 µM],0%,9%,6%[57.1 µM],1%,-13%,-4%,2%,0,COc1ccccc1-n1ccnc1SCC(=O)NC1CCCC1
11%[57.1 µM],-6%,2%,5%[57.1 µM],0%,-5%,2%,24%,5,CCOC(=O)N1CCN(S(=O)(=O)c2c(C)cc(C)cc2C)CC1
-7%[57.1 µM],-5%,15%,-1%[57.1 µM],-1%,-20%,-20%,22%,3,CCOC(=O)CN1CC23C=CC(O2)C(C(=O)N2CCN(c4ccc(F)cc4)CC2)C3C1=O (centres undefined)
4%[57.1 µM],i,5%,-5%[57.1 µM],-2%,-11%,5%,29%,-2,Cc1nccn1CCC(=O)O
.,2%,-7%,.,.,-19%,1%,.,-4,CC(C)(C)OC(=O)NCCc1onc(-c2ccc([N+](=O)[O-])cc2)c1C(=O)O
11%,-2%,2%,-2%,?,-12%,0%,18%,-4,CC(C)C(NS(=O)(=O)c1cccc2nsnc12)C(=O)Nc1nccs1 (centres undefined)
25%,-5%,-2%,4%,-1%,-21%,6%,-5%,-2,CCOc1ccc(NC(=O)CN(c2ccc([N+](=O)[O-])cc2)S(=O)(=O)c2ccccc2)cc1
-6%,1%,6%,-2%,5%,-9%,4%,26%,-11,OCCSc1nnc(Nc2ccccc2)s1
15%,i,-8%,2%,1%,-15%,3%,26%,3,COCCOC(=O)c1c(C)n(C)c2ccc(OC(=O)N3CCOCC3)cc12
-8%,-2%,-4%,-12%,0%,-8%,-5%,18%,3,CC(C)c1nnc(NC(=O)CCC(=O)N2CCN(c3ccc(Cl)cc3)CC2)s1
-14%[2.29 µM],i,15%,-4%[57.1 µM],13%,-23%,0%,49%[activator],-2,O=C1CNC(=S)N1Cc1cccc(Cl)c1
?,-10%,-4%,8%,-10%,?,9%,71%[activator],-7,C#CCOCCOCCOCCNc1nc(N2CCN(C(=O)C([C@@H](C)O)n3cc([C@@H](N)CCCCN)nn3)CC2)nc(N2CCN(C(=O)[C@H](CCCCN)n3cc(CN)nn3)CC2)n1 (some centres undefined)
5%,-5%,3%,-3%,-1%,-33%,10%,95%[activator],-2,CC(C)CN1CC(COCc2ccccc2)Oc2ccccc2S1(=O)=O (centres undefined)
12%,10%,1%,5%,4%,-15%,-8%,19%,-2,N#Cc1cnc(Oc2ccc(Cl)cc2)nc1N
-5%,-7%,-6%,-4%,-6%,0%,5%,25%,5,COCc1nc2ccccc2n1CCOc1ccccc1OC
17%,-8%,-2%,2%,-4%,-17%,7%,3%,5,Cc1nc2c3cc(F)ccc3n(Cc3ccccc3)c2s1
60%[activator],-2%,9%,28%,?,-12%,9%,32%,3,CCCCN(CCO)c1ncnc2sc(-c3ccccc3)cc12
13%[57.1 µM],-5%,-3%,4%[57.1 µM],-4%,8%,-3%,8%[57 µM],3,NC(=O)c1ccc(NC(=O)COC(=O)c2ccc3ccccc3n2)cc1
-4%,6%,2%,-3%,-4%,4%,-1%,24%,-27,COCc1c(C(=O)N/N=C\c2ccccn2)nnn1-c1nonc1N
-17%[57.1 µM],-8%,-13%,-3%[57.1 µM],-2%,-20%,0%,32%,3,C/C(CC(=O)Nc1ccc(Cl)cn1)=N\NC(=O)Cc1cccs1
21%,-2%,9%,7%,-1%,-11%,0%,-2%,-4,Cc1ccc2[nH]cc(CCNC(=O)C3CCCO3)c2c1 (centres undefined)
-21%,-2%,-6%,-2%,-25%,-13%,5%,35%[activator],-4,Cc1ccc2c(c1)[nH]c1c(=O)n(CCN3CCNCC3)cnc12
17%,i,2%,-1%,6%,-26%,5%,13%,4,Cn1c(=O)c2c(=O)cc(NNC(=O)C(C)(C)C)[nH]c2n(C)c1=O
-2%,0%,-1%,2%,-4%,-4%,-8%,17%,0,CCN(c1ccccc1)S(=O)(=O)c1ccc(NC(=O)c2cc(=O)c3cc(C)cc(C)c3o2)cc1
21%,3%,-6%,-5%,-9%,-19%,1%,65%[activator],-3,O=C1c2ccccc2C(=O)N1CCSc1ccccc1
10%[57.1 µM],-7%,-10%,-6%,-6%,-6%,2%,10%,1,Cc1ccccc1-c1nn(-c2ccc(F)cc2F)cc1CNCCN(C)C
12%,-6%,-1%,-1%,1%,-15%,20%,63%[activator],-2,Cc1ccc(C(=O)C(C)OC(=O)c2nc(Cl)ccc2Cl)cc1 (centres undefined)
19%[57.1 µM],-8%,1%,12%[0.0914 µM],-9%,-9%,25%,15%,-9,COc1ccc(N(C(=O)Cc2cccs2)C(C(=O)NC2CCCC2)c2ccncc2)cc1OC (centres undefined)
11%,-2%,-5%,1%,3%,-13%,2%,38%,3,CN(C)CCn1c2c(c(SCC(=O)NCc3ccccc3)nc1=O)CCC2
39%[activator],1%,0%,67%[activator],3%,-24%,6%,60%[activator],-1,Cc1cc(C)n(-c2nc3ccccc3nc2N2CCN(S(=O)(=O)c3ccc4ccccc4c3)CC2)n1
3%,-11%,-6%,6%,-6%,-27%,10%,-26%,4,Cc1cccc(C(C)(C)C)c1OCCCCN1CCCC1
17%,-2%,-3%,6%,?,-7%,0%,14%,0,CC(=O)c1cccc(NC(=O)CNC(=O)c2sc3ccccc3c2Cl)c1
16%[57.1 µM],-11%,7%,6%[57.1 µM],3%,-26%,14%,0%,1,COc1cc2c(cc1OC)n(CC(=O)c1ccc(F)cc1)c(=O)n1nc(CCn3nc(C)cc3C)nc21
13%[57.1 µM],i,6%,9%[57.1 µM],0%,-25%,-8%,52%[activator],-8,COc1ccccc1CNc1cc(CSc2ccc(Cl)cc2)nc(C)n1
-9%[57.1 µM],-6%,3%,-1%[57.1 µM],0%,-2%,-3%,30%,2,CCC(C)NS(=O)(=O)c1ccc(NS(=O)(=O)c2ccc(F)cc2)cc1 (centres undefined)
